Source: PubChem BioAssay (National Center for Advancing Translational Sciences (NCATS))
FEN1 inh: inhibitors of human flap endonuclease 1 | hit rate 0.35% among 390,000 | Potency, µM (series often up to 114 µM), for inactives: top-dose activity change, negative = inhibition, usual class: inhibitors | Recombinant FEN1 flap cleavage, fluorescence, 15 min | AID 588795; note: nearly all actives have a fitted effect of over 65% in size
Target sequence (P39748 whole entry, looked up): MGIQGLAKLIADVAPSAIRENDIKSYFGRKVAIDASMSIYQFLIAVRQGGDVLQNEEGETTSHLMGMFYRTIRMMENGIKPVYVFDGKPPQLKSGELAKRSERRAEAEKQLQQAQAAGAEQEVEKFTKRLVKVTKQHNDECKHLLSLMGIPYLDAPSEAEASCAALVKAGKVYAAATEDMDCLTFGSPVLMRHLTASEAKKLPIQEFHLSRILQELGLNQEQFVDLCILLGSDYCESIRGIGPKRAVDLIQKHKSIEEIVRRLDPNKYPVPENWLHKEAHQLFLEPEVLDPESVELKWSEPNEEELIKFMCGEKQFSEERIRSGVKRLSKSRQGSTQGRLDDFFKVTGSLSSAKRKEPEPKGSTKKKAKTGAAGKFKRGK
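Concentration–response screening of FEN1 (10 nM): 15 min compound preincubation at room temperature, reaction started with 50 nM substrate and read at 0 and 15 min. Corrected, normalized data were fitted by a four-parameter Hill equation.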
N370S GC: N370S glucocerebrosidase modulation, Gaucher chaperone candidate; Potency, µM (titrated, usually from 59.4 µM), without a hit: top-dose activity change, negative = inhibition, actives largely listed as inhibitors; P04062; N370S GC spleen homogenate, 4MU-glucoside fluorescence; hit rate 0.092% among 330,000;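 note: 0% = full enzyme activity and -100% = no enzyme basal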
TDP1 inh: inhibitors of human tyrosyl-DNA phosphodiesterase TDP1; hit rate 0.28% among 350,000; AID 485290; recombinant TDP1, AlphaScreen DNA substrate cleavage; Potency, µM (titrated, usually from 130 µM), inactives show top-dose activity change, negative = inhibition, usual class: inhibitors; Q9NUW8; note: nearly all actives have a fitted effect of over 40% in size
Target sequence (Q9NUW8 whole entry, looked up): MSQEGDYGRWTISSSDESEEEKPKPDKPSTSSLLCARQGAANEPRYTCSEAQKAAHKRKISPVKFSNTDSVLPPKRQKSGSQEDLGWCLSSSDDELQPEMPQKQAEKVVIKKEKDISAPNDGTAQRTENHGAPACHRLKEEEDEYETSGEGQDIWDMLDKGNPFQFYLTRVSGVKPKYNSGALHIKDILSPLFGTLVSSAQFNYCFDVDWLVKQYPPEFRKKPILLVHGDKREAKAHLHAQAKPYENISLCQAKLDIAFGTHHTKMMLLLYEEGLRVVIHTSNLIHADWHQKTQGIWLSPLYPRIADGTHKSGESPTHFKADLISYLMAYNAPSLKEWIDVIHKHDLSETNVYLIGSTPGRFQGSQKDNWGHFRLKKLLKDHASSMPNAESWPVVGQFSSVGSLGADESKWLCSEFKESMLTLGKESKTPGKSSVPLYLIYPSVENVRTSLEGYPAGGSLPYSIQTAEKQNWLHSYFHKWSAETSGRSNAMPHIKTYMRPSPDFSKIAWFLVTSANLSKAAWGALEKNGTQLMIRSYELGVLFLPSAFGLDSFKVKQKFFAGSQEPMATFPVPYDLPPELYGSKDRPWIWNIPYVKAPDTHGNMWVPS
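AlphaScreen read-out: signal falls as enzyme removes the 3' tyrosine-FITC from a 5'-biotinylated DNA oligo (15 nM, 5 min, RT). Enzyme was E. coli-made recombinant Tdp1 at 1 nM, exposed to compound for 15 min beforehand; beads 10 ug/ml, 10 min.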
* = called active by the depositor; ? = inconclusive; . = not tested or not shown; & = joins results of further samples; [ ] = another dose, or the depositor's remark. Calls come from the whole dose curve; as a rule, active = well fitted curve in the direction sought with a large enough effect; inconclusive = small, poorly fitted or top-dose-only effect, or another doubt; inactive = no such curve, though single readings can be large; an effect the other way counts as inactive or inconclusive. Unless noted, % is set by controls: 0 for no effect and ±100 for the full control effect; potency is the fitted concentration of half-maximal effect. Random draw from the library. Share with any hit: about 0.53%.

Compound	FEN1 inh	N370S GC	TDP1 inh
CC1=C(C(=O)O)N2C(=O)[C@@H](NC(=O)[C@@H](N)c3ccccc3)[C@@H]2SC1	.	0%[21.6 µM]	-7%[56.1 µM]
Cc1cc(N(CC(=O)NC(C)C)S(C)(=O)=O)ccc1Br	-5%	3%	4%
Cc1cc(C)n(-c2ccc(C(=O)OC(C)C)cc2)n1	-1%	-32%	6%
CCN1C(=O)c2c(C)nc3ccccc3c2C1=O	-16%	7%	7%
O=C(O)C1CCCCC1C(=O)NCc1ccccn1 (stereo unspecified)	11%	-2%	-5%
Cc1ccc(CNC(=O)Cn2c(=O)n(Cc3ccccc3)c(=O)c3sc4ccccc4c32)cc1	-8%	.	-4%
O=C(Nc1c(-c2ccccc2)nc2ccccn12)c1ccc(Br)cc1	-9%	.	6%
CC(C)(C)c1cc(NS(=O)(=O)c2cccs2)no1	-1%	-9%	3%
COc1cccc(CN(C)C(=S)Nc2cccc(C)c2)c1	3%	4%	3%
O=c1cc(N2CCC3(CC2)OCCO3)[nH]c(=O)n1C1CCCCC1	-2%	0%	-15%
COc1ccc(NC(=O)c2ccc(NC(=O)C(C)C)cc2)c([N+](=O)[O-])c1	-7%	6%	0%
CCc1nc(-c2cc(S(=O)(=O)N3CCN(c4ccccc4)CC3)ccc2OC)no1	1%	.	0%
Cn1cnc([N+](=O)[O-])c1NCc1ccccc1	4%	-24%	.
O=C(CCn1cnnn1)Nc1cc(C(F)(F)F)cc(C(F)(F)F)c1	0%	.	-1%
CNC(=S)N(CCc1c(C)[nH]c2ccc(C)cc12)Cc1ccc(OC)c(OC)c1	-17%	4%	11%
Cc1ccc(NC(=O)CCNS(=O)(=O)c2ccc(Br)s2)cc1	-7%&-1%	1%	8%&-3%
Cc1ccc(NC(=O)COC(=O)c2cc(-c3cccs3)nn2-c2ccccc2)cc1[N+](=O)[O-]	9%	?	-3%
C/C=C/C=C/C(=O)OCC(=O)Nc1ccc(Cl)cc1	2%	-10%	1%
O=C(COC(=O)c1ccc(O)cc1)Nc1cccc(S(=O)(=O)NC2=NCCCCC2)c1	12%	3%	.
Cc1ccc(SCc2ccc(C(=O)N3CCCCC3)cc2)cc1	-8%	-1%	-4%
Cc1cc(C(=O)NCCN2CCCCC2C)n(-c2ccccc2)n1 (stereo unspecified)	?	-1%	4%
CCCCNc1c(-c2ccc(SC3CCCCC3)cc2)nc2ccccn12	-13%	21%	.
COc1ccc(CNc2nc(-c3ccccc3OC)nc3ccccc23)c(OC)c1	.	?	4%
CCc1ccc(NC(=O)C2CCN(S(=O)(=O)c3cccs3)CC2)cc1	-1%	-10%	-4%

Single records (already shown). Values in the order: FEN1 inh | N370S GC | TDP1 inh
O=C(COC(=O)c1ccc(O)cc1)Nc1cccc(S(=O)(=O)NC2=NCCCCC2)c1 across the screens: 12% | 3% | .
COc1ccc(CNc2nc(-c3ccccc3OC)nc3ccccc23)c(OC)c1 across the screens: . | ? | 4%

New compounds follow:
Compound	FEN1 inh	N370S GC	TDP1 inh
Cc1nnc(NC(=O)CSCc2cc(=O)c3cc(Cl)ccc3[nH]2)s1	-6%	.	5%
CCOc1ccc(S(=O)(=O)NCCC(=O)OCN2C(=O)c3ccccc3C2=O)cc1	7%	-1%	5%
O=C(NNC(=S)NC(=O)c1cccnc1)c1ccc(Cl)cc1	-9%	-21%[12.8 µM]	8%
CCOc1ccc(NC(=O)COC(=O)C2CCC(=O)N2)c([N+](=O)[O-])c1 (stereo unspecified)	2%	?	-7%
CC(C)N(Cc1ccccc1)C(=O)c1cnc2n(c1=O)CCS2	-6%	-2%	5%
CS(=O)(=O)N(CC(=O)Nc1ccc2c(c1)OCO2)Cc1ccccc1	-2%	-3%	-6%
CN(C)C(CNC(=O)CSc1nc2sc3c(c2c(=O)n1C)CCC3)c1ccccc1 (stereo unspecified)	-3%	-16%	.
CCOC(=O)c1c(-c2ccc(C)cc2)csc1NC(=O)c1cc(-c2ccc(OC)cc2)on1	-9%	.	-6%
C/C(=N/Nc1ccc(C(=O)O)cc1)c1ccc(O)c(O)c1O	?	-16%	?
Cc1ccc(O)c(-c2cc(C(=O)Nc3ccc(S(=O)(=O)Nc4nc(C)cc(C)n4)cc3)[nH]n2)c1	-18%	-7%	3%
CCNC(=O)c1ccccc1NC(=O)c1cccc(S(=O)(=O)N2CCOCC2)c1	-6%	-8%	0%
CCc1nnc(NC(=O)CSc2nnc(Cc3cc(=O)[nH]c(=O)[nH]3)n2-c2ccc(OC)cc2)s1	-6%	-1%	3%
COc1ccc(NC(=O)CS(=O)(=O)c2ccccc2)cc1	-8%	-2%	.
COCCCNC(=O)CNC(=O)c1nn(-c2ccc(OC)c(Cl)c2)c(=O)c2ccccc12	-21%	-7%	.
CC1CCN(S(=O)(=O)c2cccc(C(=O)NCc3cccs3)c2)CC1	0%	4%	-5%
COc1cccc2oc3cc(C#Cc4ccccn4)ccc3c(=O)c12	-14%	2%	.
O=C(CSc1nc2ccc(NC(=O)c3ccccc3C(=O)O)cc2s1)Nc1ccc(F)c([N+](=O)[O-])c1	-18%	-24%	9%[0.0935 µM]
COc1cccc(CNC(=O)C2CCCN(c3nnc(-n4c(C)ccc4C)s3)C2)c1 (stereo unspecified)	-10%	.	8%
Cc1ccc(NC(=O)CS(=O)CC(=O)N(CC(=O)NC2CCCC2)c2cc(C)ccc2C)cc1 (stereo unspecified)	3%	-25%	-2%
CCc1nnc(NC(=O)COc2ccc3c(c2)OCO3)s1	-1%	2%	3%
CC(/C=C1\SC(=S)N(CCCC(=O)Nc2ccc(C(=O)O)cc2)C1=O)=C\c1ccccc1	-4%	-1%	3%
CC(=O)N1CCN(C(=O)c2cc(C)nc3ccccc23)CC1	6%	-9%	5%
O=C(CSc1nnc(Cc2ccccc2)n1-c1ccc(F)cc1)N1CCOCC1	-8%	13%	-7%
Fc1ccc(Nc2c(-c3ccco3)nc3ccccn23)cc1	-9%&-7%	6%	12%&-1%

Molecules above that contain fluorine (4):
Compound	FEN1 inh	N370S GC	TDP1 inh
O=C(CCn1cnnn1)Nc1cc(C(F)(F)F)cc(C(F)(F)F)c1	0%	.	-1%
O=C(CSc1nc2ccc(NC(=O)c3ccccc3C(=O)O)cc2s1)Nc1ccc(F)c([N+](=O)[O-])c1	-18%	-24%	9%[0.0935 µM]
O=C(CSc1nnc(Cc2ccccc2)n1-c1ccc(F)cc1)N1CCOCC1	-8%	13%	-7%
Fc1ccc(Nc2c(-c3ccco3)nc3ccccn23)cc1	-9%&-7%	6%	12%&-1%

More entries follow.
Compound	FEN1 inh	N370S GC	TDP1 inh
Cc1c(C#N)c2ccccc2n1CC(=O)O	6%	25%	-2%
CCOc1ccc(CNC(=O)CCCc2cn(C)c3ccccc23)cc1OC	2%&3%	11%	10%&4%
O=C(O)c1ccc(NC(=O)c2cn(-c3ccccc3)nc2-c2ccc(F)cc2)cc1	-2%	3%	8%
CCCn1c(=S)[nH]c2cc(C(=O)N3CCCC(C(=O)OCC)C3)ccc2c1=O (stereo unspecified)	-4%	1%	9%
CCCC(O)(c1ccc(Cl)cc1)C(CN1CCOCC1)c1ccc(Cl)cc1 (stereo unspecified)	-3%	-21%	.
O=C(COC(=O)CCNS(=O)(=O)c1cccs1)Nc1cc(C(F)(F)F)ccc1Cl	-1%	.	0%
COc1cc2nc(NCc3ccccc3Cl)n3nc(-c4cccnc4)nc3c2cc1OC	-4%	.	0%
COc1ccc(NC2=NCCCCC2)cc1	8%	-4%	.
CC1=CCC2C(=O)N(c3ccc(C)c(Br)c3)C(=O)C2C1 (stereo unspecified)	17%	-3%	7%
O=C(/C=C/c1ccc2c(c1)OCCCO2)c1ccccc1O	-11%	-1%	5%
CCOC(=O)c1c(CN2CCCCC2)n(C)c2cc(Br)c(OC)cc12	-1%	2%	-2%
CN(C(=O)c1cccc(S(=O)(=O)NCc2ccccc2)c1)C1CCCCC1	3%	.	0%
COC(=O)Cn1c(=O)c2cccn2c2ccc(F)cc21	3%	.	3%
C=CCN(CC=C)C(=S)Nc1cc(Cl)ccc1OC	10%	-10%	?
CCOc1ccc2nc(Cl)sc2c1	1%	0%	7%
O=C(CN1C(=O)C2C3CCC(C3)C2C1=O)Oc1ccc2ccccc2c1 (stereo unspecified)	-12%	-2%	1%
OC(COc1ccc2ccccc2c1Br)Cn1ccnc1 (stereo unspecified)	-8%	-14%	11%
COc1ccc(C(NC(=O)N2CC(C)OC(C)C2)C(Cl)(Cl)Cl)cc1F (stereo unspecified)	2%	8%	3%
CC(C)n1c(SCC(=O)NCc2ccco2)nc2c1c(=O)n(C)c(=O)n2C	0%	2%	2%
O=C1NC[C@@H](Cc2ccc(O)cc2)N(CCc2cccc(F)c2)C1=O	1%	-1%	4%
O=C(Nc1nc(-c2ccccc2)cs1)c1cccc([N+](=O)[O-])c1	-17%	-8%	8%
COC(=O)C(=N/Nc1ccccc1C(=O)OC)/C(C)=N/O	2%	-16%	6%
CCOc1ccc(/C(O)=C2/C(=O)C(=O)N(CCOCCO)C2c2cccnc2)cc1 (stereo unspecified)	-10%	-1%	-6%
Cc1nn(-c2ccc(N3CCCC3)nn2)c(C)c1CCC(=O)NCc1ccc(OC(C)C)cc1	3%	.	2%
O=C(CCc1ccccc1)NC1CC(=O)N(c2ccccc2)C1 (stereo unspecified)	-2%	.	0%
CCCCc1nnc(SCc2cc(=O)c3cc(C(=O)OCC)ccc3[nH]2)n1C	-3%	.	0%
Cc1ccc(NC(=O)c2ncn(CC(=O)N[C@H](C)c3cccc4ccccc34)n2)cc1C	-9%	.	0%[56.1 µM]
CC(=O)NC1=NN(C(C)=O)C(c2ccc(F)cc2)S1 (stereo unspecified)	?	3%	5%
COc1ccc(S(=O)(=O)N2CCOCC2)cc1NC(=O)c1cccc(-n2cccc2)c1	-16%	6%	.
COc1cc(C(=O)N2CCN(C(=O)C3CCCO3)CC2)cc(OC)c1OC (stereo unspecified)	-9%	.	-2%[56.1 µM]
CC(=O)Nc1ccc(OC[C@@H](O)CNC(C)C)cc1	.	?	14%&13%[56.1 µM]
O=C(NCc1ccco1)c1nc2c(nnn2Cc2cccc(Cl)c2)c(=O)[nH]1	-1%	-6%	3%
CC(C)(C)c1ccc(-c2nnc(SCC(=O)NCC3CCCO3)n2N)cc1 (stereo unspecified)	-6%	.	1%
O=C(NC(=O)c1ccccc1)Nc1ccccn1	.	-2%	1%
Cc1ccccc1CC(=O)Nc1ccc(C(=O)N2CCCC2)cc1	16%	-1%	4%
CCCCC(c1nnnn1CS(=O)(=O)c1ccc(C)cc1)N1CCN(c2ccccc2)CC1 (stereo unspecified)	3%	6%	3%
CCC1CCCCN1CCCNC(=O)C1CCN(S(=O)(=O)N2CCCCC2)CC1 (stereo unspecified)	4%	.	2%
COC(=O)C(=Cc1cc(Br)c(OC)c(Br)c1)C(=O)OC	.	-3%	6%
Cc1ccoc1C(=O)Nc1ccc(CC(=O)O)cc1	12%	-5%	-1%
COc1cccc(OCC(=O)Nc2ccccc2-c2ccccc2)c1	-7%	-1%	1%
COc1cc(/C=C2\Oc3cc(O)ccc3C2=O)ccc1O	?	-22%	.
O=C(Nc1nc2c(s1)CCCC2)c1ccc(N2C(=O)CCC2=O)cc1	-7%	?	3%
CCOC(=O)Nc1ccc2c(c1)nc(CN1CCOCC1)n2C	-4%	2%	2%
COc1ccc(-c2[nH]c(-c3ccc(C(=O)O)cc3)nc2-c2ccccc2)cc1	2%	3%	6%
Cc1ccc(OCC(=O)n2nc(C)cc2C)c(Br)c1	-14%	23%	-9%[56.1 µM]
CN(Cc1ccon1)C(=O)CCc1nnc(Cc2ccc(-c3ccccc3)cc2)o1	0%	-3%	4%
CCOc1ccc(NC(=O)c2sc3nc4n(c(=O)c3c2C)CCCC4)cc1	0%	.	12%
CC(=O)Oc1ccc2c(C)cc(=O)oc2c1C(=O)c1ccccc1	0%	-10%	3%
CNC(=O)C1=C(C)Nc2nc3ccccc3n2C1c1ccc(F)cc1 (stereo unspecified)	-1%	1%	.
O=C(O)c1ccc(N/N=C/c2ccc(OC(=O)c3cccc(Cl)c3)cc2)cc1	-17%	-26%	.
O=C(Nc1ccc(O)c2c(=O)cc(-c3cccc(Cl)c3)oc12)c1cccc(Cl)c1	4%	-12%	.
